UPR XBP1 act = adaptive UPR (XBP1) activation | CHO-XBP1 luciferase reporter, IRE1-XBP1 UPR activation, luminescence; percent of tunicamycin response, DMSO as zero | activation, % at 20 µM | hit rate 0.33% among 330,000;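 active = versus positive control, 20 µM dose yields 30% or more activation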;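 note: 100% = tunicamycin at 10 µg/mL and 0% = DMSO only wells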
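Signal: luciferase luminescence; Assay system: CHO-XBP1 luciferase reporter cells; Amount: one thousand reporter cells per well; Dosing: 20 µM single concentration, DMSO 1%; Benchmarks: high control tunicamycin 10 µg/mL final, low control DMSO vehicle only; Schedule: 6 h compound exposure at 37 °C, 5% CO2; Evaluation: percent activation relative to tunicamycin reference.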
UPR CHOP act = apoptotic UPR (CHOP) activation; CHO-CHOP luciferase reporter, luminescence; percent of tunicamycin response over DMSO baseline; activation, % at 10 µM; hit rate 0.34% among 330,000;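 active = at 10 µM dose, activation of 40% or more, normalized to positive control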;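 note: 100% = tunicamycin at 10 µg/mL and 0% = DMSO alone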
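Assay system: CHO-CHOP cells, stable luciferase reporter of PERK-eIF2a-CHOP signalling / Buffer or medium: F12 plus 10% serum / Compound dosing: one dose, 10 µM in 0.5% DMSO / Times: 6 h compound treatment, 37 °C / Technique: luciferase luminescence / Read-out: % reporter activation, DMSO baseline versus tunicamycin full activation / Benchmarks: tunicamycin and DMSO controls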
697 NFkB inh = lowers PMA/ionomycin-induced NF-kB signal in 697 B cells; 697 B-cell NF-kB luciferase reporter, 16 h; inhibition, % at 4 µM; hit rate 0.33% among 330,000; AID 435022; in the data active = inhibition above about 35%
CCR6 antag = CCR6 (human) receptor antagonism; hit rate 0.49% among 340,000; inhibition, % at 20 µM; CHO-K1 CCR6 PathHunter beta-arrestin, luminescence, CCL20-stimulated; AID 493098; P51684;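 active = compounds whose inhibition of the agonist-driven luminescence signal at 20 µM reaches about 50%, limit read from the data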;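 note: cells stimulated with CCL20 at 14 nM final; plate controls were DMSO with CCL20 for no effect and DMSO without agonist for full effect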
Gli-Sufu antag = blocks Gli-Sufu signaling in a luciferase reporter | AID 588413 | hit rate 0.74% among 340,000 | Sufu-KO-LIGHT fibroblasts, Gli luciferase reporter luminescence | inhibition, % at 5 µM;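 active = inhibition above about 55%, limit read from the data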;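 note: 0% = DMSO-treated cells and 100% = wells with medium but no cells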
Jurkat NFkB inh = inhibitors of the PMA/ionomycin-induced NF-kB reporter in Jurkat cells | AID 435003 | hit rate 0.53% among 330,000 | inhibition, % at 4 µM | PMA/ionomycin-induced NF-kB luciferase reporter, luminescence; in the data active = inhibition above about 50%
Mdm2 MdmX PPI = human Mdm2/MdmX binding inhibition; O15151+Q00987; SaOS-2 split-luciferase Mdm2/MdmX complementation, luminescence; inhibition, % at 8 µM; hit rate 3% among 330,000; AID 485346;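 active = inhibition of at least 50% at 8 µM in the primary screen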
Target sequence (O15151 whole entry, looked up): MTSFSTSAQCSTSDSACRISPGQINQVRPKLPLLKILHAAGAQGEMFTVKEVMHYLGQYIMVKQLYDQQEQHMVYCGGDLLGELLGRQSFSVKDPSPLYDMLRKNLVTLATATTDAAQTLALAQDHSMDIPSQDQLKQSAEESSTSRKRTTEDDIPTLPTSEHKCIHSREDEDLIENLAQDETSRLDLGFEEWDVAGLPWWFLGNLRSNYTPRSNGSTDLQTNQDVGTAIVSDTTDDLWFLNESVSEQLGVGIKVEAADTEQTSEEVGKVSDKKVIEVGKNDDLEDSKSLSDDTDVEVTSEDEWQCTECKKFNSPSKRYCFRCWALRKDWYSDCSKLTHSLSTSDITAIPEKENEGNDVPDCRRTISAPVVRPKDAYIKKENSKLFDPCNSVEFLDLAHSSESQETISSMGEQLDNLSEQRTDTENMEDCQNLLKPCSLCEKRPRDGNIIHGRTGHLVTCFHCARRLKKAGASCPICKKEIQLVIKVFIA
Target sequence (Q00987 whole entry, looked up): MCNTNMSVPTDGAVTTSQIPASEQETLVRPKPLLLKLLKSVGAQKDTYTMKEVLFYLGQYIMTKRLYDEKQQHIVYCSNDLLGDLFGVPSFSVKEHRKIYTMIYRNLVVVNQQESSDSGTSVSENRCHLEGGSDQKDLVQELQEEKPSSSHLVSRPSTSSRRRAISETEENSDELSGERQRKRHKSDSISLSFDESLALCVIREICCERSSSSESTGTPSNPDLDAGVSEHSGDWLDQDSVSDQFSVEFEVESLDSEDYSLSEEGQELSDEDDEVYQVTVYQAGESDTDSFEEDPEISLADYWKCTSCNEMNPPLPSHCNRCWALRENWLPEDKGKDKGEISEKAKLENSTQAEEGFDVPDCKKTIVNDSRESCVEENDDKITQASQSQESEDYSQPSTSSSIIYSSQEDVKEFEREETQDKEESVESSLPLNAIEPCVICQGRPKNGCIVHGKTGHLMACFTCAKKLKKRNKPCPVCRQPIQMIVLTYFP
CXCR6 inh = inhibitors of human CXCR6 receptor | CHO-K1 PathHunter CXCR6 beta-arrestin, luminescence | inhibition, % at 20 µM | hit rate 0.36% among 360,000 | AID 602244; in the data active = inhibition above about 34%, passing the limit was not always enough;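 note: antagonist mode with CXCL16 agonist at 10 nM final; 0% = 10 nM CXCL16 with DMSO and 100% = unstimulated wells without agonist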
EBI2 block = EBI2 (human) antagonism; P32249; EBI2 beta-arrestin recruitment, luminescence, 7a,25-OHC stimulated; inhibition, % at 5 µM; hit rate 0.81% among 360,000; in the data active = inhibition above about 38%;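 note: enzyme fragment complementation signal reports receptor beta-arrestin coupling in cells; 0% = agonist plus DMSO wells and 100% = wells without agonist; some results beyond the cut were filed as inactive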
The depositor's hits bear a star; . = no result given.

Compound | Jurkat NFkB inh | UPR XBP1 act | Gli-Sufu antag | CXCR6 inh | CCR6 antag | Mdm2 MdmX PPI | 697 NFkB inh | UPR CHOP act | EBI2 block
CC(C)(C)C1CCc2onc(C(=O)O)c2C1 (configuration not stated) | 13 | -1 | -6 | -11 | 7 | 15 | 10 | 0.5 | 3
O=C(O)CC(SCc1ccc(C(=O)O)o1)C(=O)O (configuration not stated) | -32 | -1 | -15 | 0 | -29 | 4 | -33 | -1.5 | 0
Cc1nnc(-c2cnn(-c3ccccc3)c2N)n1Cc1cccc(C(F)(F)F)c1 | -6 | 3 | -1 | -8 | -4 | -2 | -15 | -1.1 | -8
CC(C)(C)NC(=O)C(c1ccncc1)N(C(=O)Cn1nnc(-c2ccc(F)cc2)n1)c1ccccc1 (configuration not stated) | 11 | -1 | -3 | 2 | 14 | 0 | 4 | 0.4 | 8
O=C(CCl)N=c1sccn1Cc1ccccc1Cl | 91* | 1 | 3 | 1 | 13 | 99* | 104* | 24 | -10
Cc1ccccc1NC(=O)CNC(=O)Cc1cccc2ccccc12 | -8 | -2 | -8 | -1 | 6 | 11 | 22 | 1.8 | 8
Cn1cccc1C(=O)OCC(=O)Nc1ccc2c(c1)OCCO2 | -95 | 1 | -62 | 1 | 2 | -42 | -86 | -2.7 | -1
CCOc1cc(/C=C2/C(=O)ON=C2C)ccc1OCc1ccccc1F | -4 | 16 | -4 | -11 | 17 | 24 | 6 | 112* | 28
CC1=C(C(=O)OCCOc2ccccc2)C(c2coc3ccccc3c2=O)C2=C(CCCC2=O)N1 (configuration not stated) | 4 | -1 | 10 | 3 | 12 | 2 | 32 | -0.4 | 7
COC(=O)C(NC(=O)CNS(=O)(=O)c1ccc(Br)cc1)c1ccccc1 (configuration not stated) | -4 | -3 | -1 | 2 | 4 | 32 | 2 | -0.7 | -2
CC1CC=C2C(C#N)=C(N)C(C#N)(C#N)C(c3cccs3)C2C1 (configuration not stated) | 2 | -3 | 2 | 4 | 18 | 1 | -10 | -0.4 | 2
CCCCOC(=O)C1=C(C)Nc2ncnn2C1c1cccc(OC)c1 (configuration not stated) | 6 | 0 | 1 | 0 | 15 | 10 | 2 | 1.3 | 4
COc1ccc(CC(=O)Nc2nnc(SCC(=O)NCc3ccco3)s2)cc1OC | 4 | 0 | 2 | 4 | 6 | 6 | -5 | 0.6 | -2
O=C(NC(=S)Nc1sc2c(c1C(=O)O)CCCC2)c1ccccc1 | -38 | 0 | 17 | 18 | 31 | -19 | -77 | 2.9 | 1
CCOC(=O)c1cc2cc(C)ccc2[nH]1 | -34 | 2 | -40 | -3 | -10 | -16 | -73 | 6.5 | -4
Nc1nnc(SCC(=O)NNC(=O)c2ccccc2)s1 | -12 | -4 | -5 | -3 | 8 | 20 | -18 | 0.4 | -9
Cc1nc(C)c(C(=O)OCC(=O)Nc2ccccc2)s1 | -13 | -1 | -11 | 1 | 2 | -36 | -13 | 0.5 | -12
COC(=O)[C@@H](NC(=O)NCc1cccs1)C(C)C | -6 | 1 | 1 | 8 | -23 | 21 | 18 | 2.8 | 1
NC(=O)c1cc(S(=O)(=O)Nc2cccc(Cl)c2)cs1 | 8 | -10 | 13 | -3 | 16 | 11 | 2 | 0.4 | -13
CCc1cc2c(=O)n(Cc3ccco3)c(SCC(=O)NCC3CCCO3)nc2s1 (configuration not stated) | 2 | -8 | 18 | 0 | 8 | 17 | -11 | -1.0 | -14

The closing 3 compounds of the section before are carried over, then new ones follow.
Compound | Jurkat NFkB inh | UPR XBP1 act | Gli-Sufu antag | CXCR6 inh | CCR6 antag | Mdm2 MdmX PPI | 697 NFkB inh | UPR CHOP act | EBI2 block
COC(=O)[C@@H](NC(=O)NCc1cccs1)C(C)C | -6 | 1 | 1 | 8 | -23 | 21 | 18 | 2.8 | 1
NC(=O)c1cc(S(=O)(=O)Nc2cccc(Cl)c2)cs1 | 8 | -10 | 13 | -3 | 16 | 11 | 2 | 0.4 | -13
CCc1cc2c(=O)n(Cc3ccco3)c(SCC(=O)NCC3CCCO3)nc2s1 (configuration not stated) | 2 | -8 | 18 | 0 | 8 | 17 | -11 | -1.0 | -14
COc1cccc(OC)c1C(=O)NC(=S)N1CCN(c2ccc(C(F)(F)F)cc2[N+](=O)[O-])CC1 | 6 | 1 | -5 | 10 | 8 | 40 | 13 | -1.1 | 18
NC(=O)[C@H]1CC2(CC(c3cccc(NC(=O)COc4ccc(Cl)cc4)c3)=NO2)CN1C(=O)[C@H]1CCC(=O)N1 (some centres not stated) | 7 | 2 | 2 | -8 | -1 | -8 | 6 | 0.4 | -12
O=C(CSc1nnc(-c2cccc(Br)c2)o1)N1CCNC1=O | -15 | 9 | -47 | 9 | 0 | -70 | -62 | 4.3 | 6
COc1ccc(NC(=O)C2CCN(S(=O)(=O)c3c(C)noc3C)CC2)cc1Cl | 11 | -2 | 1 | 0 | 13 | -4 | 4 | 0.9 | 4
CCOc1ccc(Nc2nc3cc(S(=O)(=O)CC)ccc3o2)cc1 | -14 | 1 | -6 | 4 | 15 | 19 | -16 | 4.1 | 2
O=C(Nc1cc(Cl)ccc1-n1cncn1)c1cccs1 | 4 | 0 | -5 | 5 | 3 | 19 | 18 | 1.3 | 4
O=C(CSc1ccc(-c2ccc(Br)cc2)nn1)N1CCOCC1 | -11 | -3 | 25 | 0 | -1 | -2 | -5 | 1.3 | 1
O=C1NCCCc2nonc21 | -18 | -4 | -2 | -4 | 1 | -18 | -27 | 0.9 | -6
N=C1/C(=C\c2coc3ccccc3c2=O)C(=O)N=C2SC(c3ccncc3)=NN12 | 0 | -2 | -8 | 1 | 7 | 19 | 16 | 1.8 | 2
CCOc1ccccc1NC(C)C(=O)NC(=O)NC1CCCCC1 (configuration not stated) | 10 | 1 | -2 | 3 | 8 | 15 | -6 | 0.5 | 1
CC(C)c1nnc(SCC(=O)N2CCOCC2)n1C | 1 | -3 | 2 | 0 | 3 | -17 | -3 | 1.7 | 0
NC(=O)CC[C@H](NC(=O)OCc1ccccc1)C(=O)OCc1ccc(Cl)cc1 | 14 | 1 | -10 | -5 | 1 | 0 | -10 | -0.7 | -8
Cc1c(Br)c([N+](=O)[O-])nn1CC(=O)NCC1CCCO1 (configuration not stated) | -2 | -2 | -6 | 2 | 13 | -4 | 17 | 0.5 | -1
CCC1C(=O)NCCN1C(=O)c1ccc(OC)c(OC2CCN(C(C)=O)CC2)c1 (configuration not stated) | 4 | -6 | -5 | -1 | 16 | 23 | -8 | -0.3 | 0
CCN(CC)c1ccc(/C=N/Nc2ccccc2)c(O)c1 | -1 | 1 | 6 | 0 | 6 | 3 | -3 | 0.1 | 1
CSCC(O)Cn1ncc2ccccc2c1=O (configuration not stated) | -29 | 2 | -9 | -5 | -1 | -32 | -45 | 1.5 | -7
COc1ccc(OCCCC(=O)NCCc2nc3ccccc3[nH]2)cc1 | 5 | -2 | -1 | 6 | 9 | 21 | 2 | -1.1 | -12
O=C(OCC(=O)N1CCc2ccccc21)C1=COCCO1 | 0 | 0 | 5 | 1 | 15 | -3 | 21 | 3.6 | -7
CCOc1ccc(CCNC(=O)CCc2nnc3ccc(N4CCOCC4)nn23)cc1OCC | -5 | -3 | -4 | 6 | 5 | 16 | -3 | -0.9 | -1
Nc1nnnn1CC(=O)N/N=C/c1cc([N+](=O)[O-])ccc1O | -4 | -5 | 2 | 10 | 6 | 9 | 14 | -0.7 | -7
CCOC(=O)N1CCN(C(=O)c2ccc3c(c2)N(Cc2ccccc2)CCS3)CC1 | -6 | -4 | 24 | 0 | 13 | 11 | 15 | -0.6 | 7
Cc1n[nH]c(=O)nc1NC(C)c1ccccc1 (configuration not stated) | 0 | 3 | 1 | -5 | -13 | -18 | 9 | 0.0 | 8
O=C(Cn1cnc2ccccc2c1=O)NC1CCS(=O)(=O)C1 (configuration not stated) | 4 | 0 | -8 | -10 | 6 | 31 | 21 | 1.2 | 5
COc1ccc(CCNC(=O)C2CCN(S(=O)(=O)N3CCCCCC3)CC2)cc1OC | -3 | 0 | 1 | 2 | 2 | -16 | 3 | -1.4 | -10
O=C(Nc1ccccc1)C1C2CCC3C(CCC21)C3(Cl)Cl (configuration not stated) | 16 | 0 | 3 | -6 | -3 | 17 | 13 | 0.0 | 12
C=CCn1c(SCC(=O)NCc2ccc3c(c2)OCO3)nnc1C1COc2ccccc2O1 (configuration not stated) | -7 | -1 | 3 | -2 | -6 | 2 | -4 | -1.0 | 3
Cc1cc(-c2ccc(C)c(S(=O)(=O)N3CCN(c4ccc(F)cc4)CC3)c2)on1 | 40 | -3 | -5 | -4 | 4 | 42 | -55 | 0.8 | 11
CN1C(=O)N(C)C2(c3ccccc3)N(C)C(=O)NC12c1ccccc1 (configuration not stated) | 8 | -1 | 2 | 1 | -6 | 23 | 25 | -0.6 | -3
CCOC(=O)c1ccc(NC(=S)Nc2ccc3[nH]c(=O)[nH]c3c2)cc1 | 2 | -1 | -3 | 5 | 14 | 6 | 8 | -0.1 | 7
CS(=O)(=O)Nc1ccccc1C(=O)Nc1ccc2c(c1)OCCO2 | 9 | -1 | 7 | -4 | -3 | 21 | 3 | -2.3 | -35
CCOc1ccc(NC(=S)NCCCc2ccccc2)cc1 | 5 | 3 | 2 | -5 | 7 | -13 | -3 | -0.8 | 4
Cc1cc2ncn(/N=C/c3ccc([N+](=O)[O-])s3)c2cc1C | . | . | 32 | -2 | 2 | . | . | . | 5
CN(c1ccccc1C(=O)NCc1ccccc1Cl)S(=O)(=O)c1ccccc1 | -6 | -6 | 2 | 7 | 13 | -4 | -6 | 0.0 | 9
CCc1ccc(/C=C2\Oc3c(ccc(O)c3CN3CCN(C)CC3)C2=O)cc1 | 5 | -1 | 0 | -15 | 3 | 2 | 24 | -0.7 | -2
CCOc1ccc2ccccc2c1CNCCN1CCOCC1 | -5 | 1 | 10 | 4 | -2 | 5 | 15 | -0.2 | 6
Cc1ccc2nc(SCC(=O)Nc3ccc4c(c3)OCCO4)nc(=O)n2c1 | -15 | -1 | -3 | -10 | 14 | 13 | 20 | -0.9 | -5
NC(=O)CC(NC(=O)c1ccccc1)c1ccc(NC2CCN(Cc3ccccc3)CC2)c([N+](=O)[O-])c1 (configuration not stated) | 8 | -4 | 26 | 3 | 6 | -16 | 6 | -0.9 | 3
CCOC(=O)N1CCN(Cc2cn[nH]c2-c2cccc3ccccc23)CC1 | 8 | 5 | 5 | -4 | 3 | 7 | 17 | -0.9 | -6
Oc1ccccc1Nc1ccccn1 | -24 | 0 | -12 | -14 | 2 | -2 | -2 | -0.4 | -6
COc1ccc(C(=O)O)cc1S(=O)(=O)NCc1ccccn1 | 4 | 0 | 3 | 3 | -11 | -1 | 6 | -0.7 | -4
CC(=O)c1cccc(NC(=O)Cn2cnc(S(=O)(=O)N3CCc4ccccc43)c2)c1 | 4 | -1 | 17 | -2 | -6 | 14 | 0 | -1.1 | -1

Screening data: PubChem BioAssay, Sanford-Burnham Center for Chemical Genomics

Outcome played no part in choosing rows (roughly 5% active in at least one column).
